LmPK inh: blocks Leishmania mexicana pyruvate kinase activity | Q27686 | purified LmPK, Kinase-Glo ATP luminescence, 1 h | Potency, µM (doses to about 57.5 µM), inactives show at the top dose activity change, negative = inhibition, most hits filed as inhibitors | 290,000 compounds, 0.37% hits | AID 1721; also: potency is read from the fitted curve at half-maximal effect; % is scaled to controls: 0 for no effect and ±100 for the full control effect
Target sequence (Q27686 whole entry, looked up): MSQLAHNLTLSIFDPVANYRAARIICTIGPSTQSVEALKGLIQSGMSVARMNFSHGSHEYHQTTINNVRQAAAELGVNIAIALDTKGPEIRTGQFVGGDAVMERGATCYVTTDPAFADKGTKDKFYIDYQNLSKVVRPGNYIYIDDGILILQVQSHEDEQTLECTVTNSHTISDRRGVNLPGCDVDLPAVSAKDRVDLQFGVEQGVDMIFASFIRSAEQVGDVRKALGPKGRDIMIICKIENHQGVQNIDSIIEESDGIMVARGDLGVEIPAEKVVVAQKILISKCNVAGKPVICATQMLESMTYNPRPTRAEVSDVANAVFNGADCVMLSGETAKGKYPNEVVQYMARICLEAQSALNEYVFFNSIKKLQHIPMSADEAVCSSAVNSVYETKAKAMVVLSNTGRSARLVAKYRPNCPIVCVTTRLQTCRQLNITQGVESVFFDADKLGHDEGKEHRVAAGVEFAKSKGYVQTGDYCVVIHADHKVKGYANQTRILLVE
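Purified LmPK (0.1 nM) converted ADP (0.1 mM) to ATP with PEP (0.5 mM) in imidazole buffer pH 7.2 with KCl and MgCl2, 1 h at room temperature. ATP was read by Kinase-Glo luminescence; data normalized to uninhibited and no-enzyme controls.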
Tb PYK inh: blocks Trypanosoma brucei pyruvate kinase | TbPYK enzyme, Kinase-Glo Plus ATP luminescence, 45 min | Potency, µM (highest dose often 76.8 µM), inactives show at the highest dose activity, negative = inhibition, most hits filed as inhibitors | 410,000 compounds, 0.12% hits | AID 624173; also: potency is read from the fitted curve at half-maximal effect; % is scaled to controls: 0 for no effect and ±100 for the full control effect; nearly all actives have a fitted effect of over 50% in size
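Luminescence from Kinase-Glo Plus, added after a 45-minute room-temperature reaction, served as the end-point read-out. The enzyme and substrate were preincubated with compound before ADP (130 uM final) initiated turnover. Concentration-effect curves came from normalized qHTS data.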
CHX counter: affects cycloheximide protein synthesis inhibition readout, counter-screen. cell reporter, cycloheximide protein synthesis inhibition counterscreen. max response, %. 300,000 compounds, 12% hits. AID 2314; in the data active = max response mostly above about 13%, no sharp cut-off; inactive = mostly below about 14%; also: read at 38.3 µM for the half of the compounds with a filed dose; 0% is about no effect
Pf growth 96h: P. falciparum growth inhibition at 96 hour, primary screen for plastid delayed-death inhibitors. P. falciparum luciferase reporter growth, 96 h. Potency, µM (highest dose often 28.7 µM), for the others: top-dose activity change, negative = inhibition, hits mostly inhibitors. 320,000 compounds, 6.9% hits. AID 504834; also: potency is read from the fitted curve at half-maximal effect; % is scaled to controls: 0 for no effect and ±100 for the full control effect
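Plates of compound plus infected erythrocytes (2% hematocrit, 0.05% parasitemia final) incubate 96 hours, 37 C, 5% CO2. Detection reagent added; reduced luminescence from the parasites' luciferase reporter flags inhibition.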
HCV inhibitor: HCV inhibition. Huh7.5.1 HCVcc-Cre infection, luciferase reporter, 44 h. Potency, µM (series often up to 41.8 µM), without a hit: at the top dose activity change, negative = inhibition, actives largely listed as inhibitors. 340,000 compounds, 3.4% hits. AID 651820; also: potency is read from the fitted curve at half-maximal effect; % is scaled to controls: 0 for no effect and ±100 for the full control effect
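Cells seeded at 1,000/well and cultured 4 h, then compounds added followed by HCVcc-Cre virus (~0.5 moi). After 44 h further culture, luciferase substrate was added, plates held 15 min at room temperature, and luminescence read for 15 sec.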
Pf growth 48h: P. falciparum growth inhibition at 48 hours (one generation). Potency, µM (highest dose often 28.7 µM), inactives show top-dose activity change, negative = inhibition, hits mostly inhibitors. AID 504832. 310,000 compounds, 5.9% hits. P. falciparum luciferase growth in erythrocytes, 48 h; also: potency is read from the fitted curve at half-maximal effect; % is scaled to controls: 0 for no effect and ±100 for the full control effect
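Growth was read as firefly luciferase luminescence after a 48 h, 37 C, 5% CO2 exposure of compounds to reporter-bearing P. falciparum cultures (0.1% parasitemia, 2% hematocrit final) in Albumax-supplemented RPMI 1640.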
Shiga toxin inh: inhibitors of Shiga toxin in Vero cells | Vero cells, Shiga toxin protein synthesis inhibition reporter | inhibition, % at 38.7 µM | 290,000 compounds, 9.2% hits | AID 2315; in the data active = inhibition mostly above about 28%, no sharp cut-off; inactive = mostly below about 43%; also: 0% is about no effect
* = called active by the depositor; ? = inconclusive; . = no result given; + = active, no number; & = joins results of further samples; [ ] = remark or other dose. Unless noted, calls follow the shape of the dose curve; as a rule, active = well fitted curve in the direction sought with a large enough effect; inconclusive = small, poorly fitted or top-dose-only effect, or another doubt; inactive = no such curve, though single readings can be large; an effect the other way counts as inactive or inconclusive. Compounds were not picked by outcome. Share with any hit: about 24%.

SMILES	LmPK inh	Tb PYK inh	CHX counter	Pf growth 96h	HCV inhibitor	Pf growth 48h	Shiga toxin inh
O=c1[nH]c2ccccc2c(O)c1-c1cc2ccccc2oc1=O	0.7%	.	-2.3	51.8%[activator]	.	5.8%	-13.0
COc1ccccc1N1CCN(CC(=O)c2ccc3ccn(C(C)=O)c3c2)CC1	14.8%	-4.7%	-1.9	170.6%[activator]	-8.8%	.	-3.3
Cc1cc(-c2nn(-c3ccccc3F)cc2CN2CCN(c3ccccn3)CC2)c(C)s1	-3.8%	6.5%	-0.3	3.3%	?	?	-7.4
Cc1ccc(-n2sc3ccccc3c2=O)cc1S(=O)(=O)N1CCCCC1	-2.8%	3.98µM*	11.9*	4.15µM*	?	2.62µM*	15.3
Cc1cc(Br)ccc1SCC(=O)NNC(=O)c1ccco1	.	2.7%	.	-7.8%	3.5%	14.4%	.
CC(C)(C)NC(=O)CCN(/N=C/c1ccncc1)C1=NS(=O)(=O)c2ccccc21	10.0%	15.2%	-0.3	-4.5%	-8.6%	?	-1.6
S=C(NCCN1CCOCC1)N/N=C/c1cccs1	6.9%	-5.9%	-5.1	2.33µM*	1.2%	3.29µM*	-5.5
CCOC(=O)c1c(NC(=O)CSc2nnnn2C)sc(C)c1C	4.9%	-3.0%	10.3	?	?	-4.0%	-8.1
COCCN(C(=O)c1ccc(-c2ccc(Cl)cc2)o1)c1c(N)n(Cc2ccccc2)c(=O)[nH]c1=O	.	-14.1%	.	?	20.5%	?	.
CC(C)c1ccccc1NC(=O)COC(=O)Cc1cccc(C(F)(F)F)c1	-3.0%	-11.4%	-2.5	25.4%	6.1%	28.0%	-14.1
Cc1ccc(NC(=O)c2nc[nH]c2C(=O)N2CCN(C(=O)OC(C)(C)C)CC2)cc1	.	3.9%	.	?	4.5%	?	.
O=C(O)CCC(NC(=S)Nc1ccccc1)C(=O)O (configuration not stated)	8.6%	7.8%	1.5	-4.6%	1.1%	20.0%	4.3
Cc1ccc(C2C3=C(CC(C)(C)CC3=O)Nc3n[nH]c(C)c32)cc1 (configuration not stated)	5.8%	6.1%	3.3	-1.6%[5.75 µM]	-16.6%	?	-1.4
COC(=O)c1c(NC(=O)C2SC(=NC3CCCCC3)C(C(N)=O)=C2N)sc2c1CCCC2 (configuration not stated)	2.7%	-6.8%	-6.8	-12.0%	3.2%	10.1%	-16.5
O=C(CCC(=O)OCc1ccc(Br)cc1)Nc1ccccc1	-4.5%	-20.8%	0.5	57.1%[activator]	13.6%	0.9%	6.6
CCOC(=O)C1(CCc2ccccc2)CCN(Cc2ccc(C(=O)OC)cc2)CC1	-4.7%	3.5%	-3.9	-8.4%	-16.5%	?	-22.1
COc1ccc(N=C2SC(C(=O)O)CC(=O)N2Cc2ccc(OC)c(OC)c2)cc1 (configuration not stated)	2.6%	-4.8%	-4.5	?	7.4%	-17.7%	-7.6
COc1ccc(S(=O)(=O)N2CCCCC2)cc1NC(=O)c1ccccc1	.	-0.1%	.	-9.0%	5.9%	-1.3%	.
C=CCc1c(C)nc2c(-c3ccccc3)cnn2c1N1CCOCC1	-5.6%	-6.5%	58.3*	263.1%[activator]	-1.5%	164.0%[activator]	84.0*
NC(=O)C(=O)N/N=C/c1cccc(C(F)(F)F)c1	2.1%	-1.7%	8.5	13.8%	23.2%	4.5%	-17.6
CC(C)(C)c1ccc(C(=O)Cn2nc(C(=O)O)c3ccccc3c2=O)cc1	1.2%	2.1%	12.7	-10.9%	3.2%	-6.4%	16.6
CCn1cc(CN2CCC(n3nccc3NC(=O)Cc3ccccc3)CC2)cn1	-3.0%	1.7%	-2.9	10.4µM*	15.1%	-7.5%	-5.3
C=CCOC(=O)C1=C(C)NC(SCC(=O)Nc2ccccc2)=C(C#N)C1c1ccco1 (configuration not stated)	3.0%	1.4%	5.6	?	?	9.28µM*	10.9
Cc1nc2ccc(Cl)cn2c1C(=O)NN	-3.3%	-1.9%	7.6	.	4.9%	36.6%[activator]	-10.8
CCNc1nc(NC(C)CC)nc(ON=C(C)C)n1 (configuration not stated)	1.2%	5.8%	-0.9	13.1µM*	0.2%	1.47µM*	19.3
COc1cc(NC(=O)C(=O)NCCN2CCNCC2)c(OC)cc1Cl	-9.8%	6.5%	3.9	?	-9.3%	13.9%	18.1
COCCCNc1nc2nonc2nc1N1CCC(C(C)N2CCOCC2)CC1 (configuration not stated)	-1.0%	-7.0%	-1.1	110.3%[activator]	-7.4%	-3.1%	1.2
O=C(Cc1ccc(O)cc1)NC1CCCCCC1	-0.6%	-8.6%	42.1*	142.3%	22.9%	65.0%[activator]	68.9*
Cn1c(=O)c2c(nc(CN3CCN(CCO)CC3)n2CCc2ccccc2)n(C)c1=O	1.8%	-2.4%	-3.1	?	2.1%	?	-16.6
Cc1ccc(N(CC(=O)N/N=C/c2cccc(Br)c2)S(C)(=O)=O)cc1	0.3%	-2.6%	-5.0	-16.2%	10.6%	15.7%	-4.5
O=C(CCN1C(=O)c2ccccc2C1=O)Nc1ccncc1	3.0%	0.0%	13.2	19.1%	10.5%	28.3%	15.2
O=C1CC(NCc2cccs2)C(=O)N1c1ccc(Cl)cc1 (configuration not stated)	2.5%	-2.5%	11.1	.	2.7%	.	-7.7
O=C(COC(=O)CSc1ccc(F)cc1)NCc1ccco1	.	-7.9%	.	-23.7%	-4.1%	-8.8%	.
N/C(=N\OS(=O)(=O)c1cc(Cl)ccc1Cl)c1ccncc1	-4.9%	.	-0.8	44.6%[activator]	4.0%	.	29.2
CCNS(=O)(=O)c1ccc2c3c(cccc13)C(=O)N2	0.0%	0.5%	-5.8	-13.5%	-0.2%	.	-13.6
CC(=O)Nc1ccc(S(=O)(=O)NCCSCc2ccco2)cc1	10.0%	-6.9%	-2.7	.	1.7%	-7.1%	1.1
CCOC(=O)c1cnc2ccc(C)cc2c1Sc1ccccc1C(=O)OC	2.6%	0.7%	-1.8	?	?	?	34.1
CCCNC(=O)C1(CC2CC(c3ccccc3)=NO2)CCN(C(=O)C2CCCC2)CC1 (configuration not stated)	.	2.4%	.	14.7µM*	4.8%	13.1µM*	.
COc1ccc(CC(=O)NNC(=O)CCc2ccccc2)cc1OC	-6.6%	2.4%	-4.4	13.1µM*	22.1%	51.5%[activator]	11.6
CCOC(=O)N1CCN(S(=O)(=O)c2c(C(=O)N3CCCCC3)c(C)n(C)c2C)CC1	-9.1%	1.2%	-6.9	24.6%	16.5%	0.9%	-4.3
C=CCSc1n[nH]c2nc3c(c(=O)n12)C1(CCCC1)Cc1ccccc1-3	3.7%	4.6%	0.2	4.9%	29.2%	-7.1%	-6.3
O=C(COC(=O)c1ccc(S(=O)(=O)N2CCOCC2)cc1)Nc1nc(-c2ccccc2)cs1	0.3%	-7.1%	4.2	?	9.7%&-3.2%	90.3%[activator]	7.6
CCOc1ccc(N(CC(=O)Nc2ccccc2C)S(=O)(=O)c2c(C)noc2C)cc1	0.6%	0.5%	-0.9	?	-25.7%	.	-12.8
S=C(Nc1ccc(Cl)cc1Cl)N1CCN(c2ccccn2)CC1	-0.5%	-3.4%	-2.7	?	?	6.2%	-6.5
O=C(Nc1ccc2c(c1)OCO2)c1ccc(N2C(=O)c3ccccc3C2=O)cc1	-1.8%	-13.9%	14.1	3.9%	0.7%	4.2%	17.3
O=C(NCc1ccncc1)C(=O)NCC1OCCCN1S(=O)(=O)c1ccccc1 (configuration not stated)	-0.6%	-5.7%	0.9	15.8%	0.3%	-12.2%	-14.7
O=C(CN(Cc1ccc(F)cc1)C(=O)CNS(=O)(=O)c1ccc(Cl)cc1)NCC1CCCO1 (configuration not stated)	-0.1%	-1.0%	-3.8	?	7.0%	-1.3%	-1.3
Cn1nnnc1NCc1ccc(Cl)cc1	9.7%	-5.5%	8.2	20.7%	0.2%	13.5%	-14.7
Cc1nonc1NC(=O)CSc1nnc(-c2ccoc2C)n1C	12.9%	0.0%	-4.1	.	19.3%	.	-5.4
O=C1C2C3C=CC(CC3)C2C(=O)N1c1ccc(F)cc1 (configuration not stated)	6.6%	1.3%	5.3	1.1%	0.4%	-13.4%	.

Additional entries
SMILES	LmPK inh	Tb PYK inh	CHX counter	Pf growth 96h	HCV inhibitor	Pf growth 48h	Shiga toxin inh
CCCc1nn2c(=O)cc(O)nc2s1	-6.4%	-3.3%	-1.9	-1.6%	4.1%	1.2%	-8.1
O=C(CCc1nc2ccccc2c(=O)[nH]1)NNC(=O)COc1ccccc1Cl	.	-7.1%	.	16.4%	13.4%	12.5%	.
Cc1ccc(C(C)C)c(OCCN2CCc3ccccc3C2)c1	3.4%	0.9%	1.2	48.3%[activator]	11.7%	?	.
Cc1ccn2c(Nc3ccccc3C)c(-c3cccnc3)nc2c1	0.3%	-6.2%&0.8%	0.9	1.3%	?	?	-14.1
CC1(C)CC(=O)C2=C(C1)N(CCN1CCOCC1)C1=C(C(=O)CC(C)(C)C1)C2c1ccc(Cl)c([N+](=O)[O-])c1	9.8%	10.5%	-1.9	-2.4%	3.3%	?	-9.1
S=C(Nc1ccc(CN2CCCCC2)cc1)Nc1cccc(Cl)c1Cl	-0.5%	-22.7%	1.2	114.0%[activator]	?	?	-9.8
Cc1nc(NC(=O)C2CC3CCCC(C2)C3=O)sc1C (configuration not stated)	3.3%	-7.2%	47.0*	206.2%[activator]	0.6%	75.9%[activator]	+
COc1ccc(NC2=C(C)C(=O)CC2)cc1	-0.6%	2.2%	7.4	?	-7.1%	29.4%	61.6
COc1cc(CNc2ncc(-c3ccc(Br)cc3)n2C)cc(OC)c1OC	-3.0%	8.4%	-3.0	?	?	?	-9.3
CCn1nnc2cc(C(=O)Nc3cc(S(C)(=O)=O)ccc3Cl)ccc21	-4.3%	-1.4%	-2.6	?	-3.1%	10.1%	-7.8
Oc1ccccc1/C=N/n1c(COc2ccccc2)n[nH]c1=S	-22.7%	?	2.4	32.1%[activator]	-1.0%	33.4%[activator]	19.7
CCN(CC)CCN1C(=O)c2oc3ccccc3c(=O)c2C1c1ccccc1 (configuration not stated)	-5.0%	-2.6%	34.6*	?	8.7%	?	35.0
Cc1cc(O)c(C(=O)Nc2cccc(Cl)c2)c(=O)n1C	-8.3%	2.5%	32.6	?	8.4%	-3.5%	46.6*
CN(CC(=O)NC1CCN(Cc2ccccc2)CC1)S(=O)(=O)c1ccc(Cl)cc1	.	0.0%	.	?	?	?	.
Nn1c(SCc2ccc(F)cc2)nnc1-c1cccnc1	4.0%	2.0%	6.5	-17.9%	-5.0%	5.2%	19.1
CC(=O)Nc1cccc(NC(=O)C2CC3CCC2C3)c1 (configuration not stated)	-0.3%	-15.9%	1.6	0.2%	8.2%	1.3%	17.8

Screening results deposited in PubChem BioAssay by National Center for Advancing Translational Sciences (NCATS).
